FXIIa inh 1536 = human FXIIa protease inhibitors, primary screen, biochemical, 1536-well; inhibition, % at 5 µM; Coagulation factor XII (Homo sapiens), P00748; purified FXIIa, Boc-QGR-AMC fluorogenic substrate, 2 h; 0.3% of 220,000 active; in the data active = inhibition above about 40%;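 note: 0% = enzyme with no compound and 100% = blank without enzyme; many of its hits are not listed in these tables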
Rad51 HR inh = human RAD51 strand exchange inhibitors, primary screen, biochemical, fluorescence | DNA repair protein RAD51 homolog 1 (Homo sapiens), Q06609 | hRad51 DNA strand exchange, fluorescence dequenching | inhibition, % at 10 µM | 0.085% of 200,000 active;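 active = inhibition above 40% at the single screening dose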;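 note: 0% = DMSO control wells and 100% = blanks with heterologous ssDNA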
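Material: Human Rad51 nucleoprotein filaments preassembled on unlabelled ssDNA | Also added: Labelled 47-mer dsDNA for strand exchange | Dosing: Single dose, 10 µM final compound | Schedule: 30-min compound preincubation and 15-min exchange, both room temperature | Technique: Fluorescence dequenching at 485/520 nm | Measure: Percent inhibition relative to plate controls and blanks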
FXIa inh 1536 = human FXIa protease inhibitors, primary screen, biochemical, 1536-well | purified FXIa, Boc-Glu-Ala-Arg-AMC fluorogenic substrate | inhibition, % at 5 µM | 0.14% of 220,000 active;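 active = inhibition of at least 40%; inactive = inhibition below 40%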;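 note: fluorescence of freed AMC excited at 355 nm; 0% = enzyme without compound and 100% = no enzyme blank; many of its hits are not listed in these tables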
PERK inh = block of dimerizer-induced PERK translation repression, primary screen, PERK inhibitor project, CHO PERK-DD cells, SEAP luminescence, HTS; Eukaryotic translation initiation factor 2-alpha kinase 3 (Homo sapiens), Q9NZJ5; CHO PERK-DD fusion, SEAP luminescence translation reporter; inhibition, % at 5.6 µM; 0.17% of 220,000 active;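 active = inhibition above the mean inhibition of all tested compounds plus 3 SD, set separately per screening campaign, cut at about 2.9% in these data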;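 note: PERK kinase domain activated by AP20187 dimerizer at 100 nM; 0% = DMSO with dimerizer and 100% = rapamycin at 8.4 µM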
thrombin 1536 = human alpha-thrombin inhibitors, primary screen, counter-screen for coagulation protease inhibitor project, biochemical, 1536-well, fluorogenic AMC substrate. Boc-VPR-AMC fluorogenic substrate cleavage. inhibition, % at 5 µM. 0.26% of 220,000 active;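 active = inhibition at or above 40%; inactive = inhibition below 40%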;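 note: 0% = enzyme with no compound and 100% = wells without enzyme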
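Material: human alpha-thrombin enzyme / Medium: pH 7.5 Tris (50 mM) with NaCl 150 mM, Tween 20 0.05% / Compound: single-point dosing at 5 µM, 0.2% DMSO / Incubation: enzyme reaction carried out at room temperature / Detection: AMC fluorescence, 355/460 nm / Read-out basis: percent inhibition scaled between no-compound controls and no-enzyme blanks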
Calpain2 inh = inhibitors of pig calpain II, primary screen, biochemical, fluorogenic peptide substrate, 1536-well; purified calpain II, 30 min; inhibition, % at 16 µM; 0.37% of 220,000 active;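 active = inhibition above about 50%, limit read from the data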
KLK5 inh = human KLK5 protease inhibitors, primary screen, biochemical, 1536-well | 0.59% of 210,000 active | Kallikrein-5 (Homo sapiens), Q9Y337 | inhibition, % at 5 µM | recombinant hK5, fluorogenic AMC substrate cleavage | AID 873, 2007;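 active = inhibition of 40% or more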;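 note: 0% = enzyme controls without compound and 100% = no-enzyme blanks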
Target sequence (Q9Y337 67-293 limits assumed): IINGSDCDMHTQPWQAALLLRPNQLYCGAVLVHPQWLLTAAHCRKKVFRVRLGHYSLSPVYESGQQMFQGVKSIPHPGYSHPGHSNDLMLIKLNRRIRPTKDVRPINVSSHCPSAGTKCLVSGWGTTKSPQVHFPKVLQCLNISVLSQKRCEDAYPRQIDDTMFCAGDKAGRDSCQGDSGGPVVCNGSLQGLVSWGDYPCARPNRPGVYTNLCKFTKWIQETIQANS
KCC2 mod = KCC2 cotransporter modulators, thallium flux, primary screen, cell-based, HEK293 KCC2, FluoZin-2 fluorescence, MLSMR; Solute carrier family 12 member 5 (Homo sapiens), Q9H2X9; KCC2 cells, thallium flux FluoZin-2 fluorescence; B-score of Tl+ flux slope (higher = more flux/activation; lower = inhibition) at 10 µM; 2.2% of 190,000 active;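 active = thallium flux slope and its plate-corrected score both differing from the plate sample mean at a set confidence after two filtering rounds, in either direction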;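 note: slope of fluorescence scaled to starting intensity during 10 to 20 s after thallium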
Furin inh = human furin inhibitors, primary screen, biochemical, fluorescence intensity; 0.061% of 220,000 active; purified furin, fluorogenic substrate cleavage; AID 463115, 2010; inhibition, % at 30 µM; in the data active = inhibition above about 25%; note: inactives centre near -15
Target sequence (P09958 108-714 limits assumed): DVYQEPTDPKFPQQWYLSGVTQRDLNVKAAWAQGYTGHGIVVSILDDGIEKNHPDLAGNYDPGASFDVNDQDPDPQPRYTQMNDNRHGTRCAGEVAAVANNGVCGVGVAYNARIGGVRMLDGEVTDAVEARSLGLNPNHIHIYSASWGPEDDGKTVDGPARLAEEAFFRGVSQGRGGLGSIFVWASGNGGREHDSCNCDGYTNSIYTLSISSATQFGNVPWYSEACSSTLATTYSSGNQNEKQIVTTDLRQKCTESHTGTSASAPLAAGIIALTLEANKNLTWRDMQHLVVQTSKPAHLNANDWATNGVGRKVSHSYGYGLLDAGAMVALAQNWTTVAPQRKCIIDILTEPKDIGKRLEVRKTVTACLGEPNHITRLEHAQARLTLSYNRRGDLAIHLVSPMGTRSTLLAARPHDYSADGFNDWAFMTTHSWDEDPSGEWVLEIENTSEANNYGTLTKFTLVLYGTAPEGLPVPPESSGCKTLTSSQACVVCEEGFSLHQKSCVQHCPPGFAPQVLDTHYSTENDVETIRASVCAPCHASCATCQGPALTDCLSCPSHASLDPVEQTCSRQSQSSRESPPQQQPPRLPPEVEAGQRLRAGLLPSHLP
* hit, by the source's call; i = inactive; nt = not tested or not shown; [ ] = another dose, or the depositor's remark. Only part of the results is shown; rates above refer to the full screens.

SMILES	FXIIa inh 1536	Rad51 HR inh	FXIa inh 1536	PERK inh	thrombin 1536	Calpain2 inh	KLK5 inh	KCC2 mod	Furin inh
CCC(c1nnnn1C(C)(C)C)N1CCN(c2cc(Cl)ccc2C)CC1 (centres undefined)	7	16	-7	-0.2	-1	14	-20	-0.14	-5
CC1(C)CC(=O)c2cc(OCC(=O)NCCN3CCOCC3)ccc2O1	12	-1	-5	0.7	2	-413	-10	-2.7	-16[20 µM]
O=C(CCl)Oc1ccc2occ(C(=O)c3cccs3)c2c1	3	-3	-7	1.1	-14	-53	-19	nt	-23[20 µM]
Cc1ccc(Oc2nc3ccccc3n3c(C)nnc23)c(C)c1	8	2	4	1.6	2	-39	-23	nt	-21[20 µM]
O=C(NCCc1ccccc1)C1CCC(CNc2nc(=S)[nH]c3ccccc23)CC1 (centres undefined)	2	20	-8	1.2	-1	-16	-4	0.82	-30
COCCn1c(-c2ccc(-c3ccccc3Cl)o2)nc2c1c(=O)[nH]c(=O)n2CC(C)C	-11	0	-11	0.9	-8	-253	-150	nt	-57
CCc1sc(NC(=O)CCC(=O)O)nc1-c1cc2ccccc2oc1=O	7	nt	-2	1.5	-3	6	nt	0.0024	-20
Cc1ccc(S(=O)(=O)N2CCCCC2)cc1NC(=S)NC(=O)c1ccco1	0	11	1	-1.7	-4	11	-1	22*	-17
Cc1ccc(S(=O)(=O)Nc2nsc(N)n2)cc1	-7	-2	0	0.3	9	31	26	-0.092	-6
O=C(NC1CC1)C1CCN(C2CCN(C(=O)/C=C/c3cccs3)CC2)CC1	6	23	2	1.7	5	-4	0	1.1	-7
CCOc1ccccc1-c1nc(-c2ccc(NC(=O)Cc3ccccc3OC)cc2)no1	6	-1	2	-0.1	-7	-19	-12	0.38	-22[20 µM]
COc1ccc(Cl)cc1S(=O)(=O)Nc1ccncc1	10	19	-2	1.4	1	-18	2	0.15	-27
CCOc1cc(CNn2cnnc2)cc(Br)c1OCC(=O)NC1CCCCC1	9	-4	3	-1.0	4	-14	-12	-0.012	-7[20 µM]
O=C(Cn1c(C(F)(F)F)nc2ccccc21)Nc1ccccc1N1CCOCC1	6	-4	-8	-1.5	-1	-24	-4	-0.35	-14[20 µM]
Cn1cc(S(=O)(=O)CC(=O)Nc2ccc3c(c2)OCO3)c2ccccc21	18	-5	7	0.1	2	-22	-5	nt	-29[20 µM]
COc1ccc(-c2noc(CCCc3ccccc3)n2)cc1OC	-5	-6	-5	-0.2	-10	1	-2	nt	-18
CCOc1ccc(-c2c(=O)n(OCc3ccccn3)c3ccccc3[n+]2[O-])cc1	10	1	8	-0.7	-5	8	6	-0.67	-3[20 µM]
CC1(C(=O)NCc2cc(F)cc(C(F)(F)F)c2)C=CC2(CCCCC2)N1C(=O)c1ccccc1 (centres undefined)	9	14	-7	-0.4	-2	18	-5	-0.75	-8
COc1ccc([N+](=O)[O-])cc1NC(=O)Nc1ccccc1	10	24	1	-0.2	0	8	-10	0.82	-20
CC(CCCC(C)(C)O)NC(=O)c1ccc(OC2CCN(C(=O)C3CC3)CC2)cc1 (centres undefined)	0	26	-4	0.7	2	17	nt	nt	-8
Cc1cc2cc(CCNC(=O)c3ccc(C)c([N+](=O)[O-])c3)c(=O)[nH]c2cc1C	14	4	-7	-0.2	-5	-26	-8	-0.79	10
O=C(COc1ccccc1)NCc1cccs1	6	7	-5	1.5	-3	-5	10	0.031	-22[20 µM]
O=C(COC(=O)C1COc2ccccc2O1)NC(=O)Nc1ccc2c(c1)OCCO2 (centres undefined)	19	-1	-4	1.4	-14	-26	-19	nt	-15
Cc1c(-c2ccccc2)cn2c1-c1ccc(C)n1CC2	12	-27	6	0.8	-3	-71	-6	-0.14	-6[20 µM]
COc1cc(/C=C/C(=O)OCC(=O)NC2CC2)cc(S(=O)(=O)N2CCc3ccccc32)c1OC	-4	1	-5	-0.1	-6	5	-9	-1.1	-11
CCc1ccc(CNC(=O)Cn2nc(-c3ccccc3)ccc2=O)cc1	3	-6	-2	2.4	1	-20	-13	-3.4	-18
O=C(Nc1nc(-c2ccccn2)cs1)C1CCCC1	-4	-3	-8	0.3	-1	-17	-19	0.31	-5
Nc1nnc(SCC(=O)N2CCN(c3ccccc3)CC2)s1	8	-5	-1	-0.4	-1	-22	11	-0.00053	-17
CCCCC#Cc1cncc(C(=O)N/N=C/c2cccc(OC)c2)c1	9	nt	1	-1.2	-6	-19	-1	0.32	-18
Cc1ccc(N(CC(=O)NCCSCc2ccco2)S(=O)(=O)c2ccc(F)cc2)cc1	27	nt	16	0.7	12	27	21	-1.8	-7
Cc1nn(C)cc1CNCc1c(C(=O)N2CCCCC2)nc2c(C)cccn12	12	nt	9	-0.3	14	25	18	0.76	-7
COc1ccc(NC(=O)CCN2C(=O)C3CC=C(Cl)CC3C2=O)cc1 (centres undefined)	14	nt	9	-0.3	2	-25	-4	0.57	-7
Cc1cc(N2CCC(C(N)=O)CC2)nc(-c2ccccc2)n1	14	2	2	-0.5	1	-6	-4	-0.82	-13[20 µM]
Cc1ccc2[nH]c(=O)c(CN(Cc3cccnc3)C(=O)c3ccncc3)cc2c1	18	9	17	0.5	-1	-7	-14	nt	-17
CCOc1ccc(CCNC(=O)CSc2cc(=O)n(CC)c3ccccc23)cc1OCC	9	8	7	-1.3	-5	11	-13	-0.4	-16
Cn1c(SC2C(=O)CC(C)(C)CC2=O)nnc1-c1ccco1	2	0	7	1.0	4	9	20	-1.1	-14
C[N+]1(CCN2C(=O)C3CC=C(Cl)CC3C2=O)CCOCC1 (centres undefined)	0	0	-8	-0.4	-6	1	4	nt	-22
O=C(NC1CC1)C1CCN(C2CCN(C(=O)CCOc3ccccc3)CC2)CC1	12	18	3	0.1	-1	-15	nt	-0.2	-25
CC(C)(C)c1csc(NC(=O)Cn2c(=O)oc3ccccc32)n1	8	-2	-2	-0.5	-2	3	-6	0.053	-25[20 µM]
CCc1ncc(C(=O)c2ccc(OC)cc2)n1C	1	0	-5	0.1	-4	0	-6	0.48	-16
COc1cccc(C(=O)OCCN2C(=O)c3ccccc3C2=O)c1OC	-3	1	-3	0.9	-3	1	-5	0.088	4
CCOC(=O)CNC(=O)C(Cc1ccccc1)NC(=O)OCc1ccccc1 (centres undefined)	6	1	-3	0.0	18	2	-3	-5.5*	-24
CC(C)(C)C1=C(C#N)C(c2cccnc2)C(C#N)=C(N)O1 (centres undefined)	4	13	5	-0.5	-4	24	-9	-0.27	-11
C=CCn1c(O)c(C=Nc2ccccc2)sc1=S	3	2	-2	1.1	-9	-36	-1	0.19	-24
COc1cccc(C2=CC(c3ccccc3)n3ncnc3N2)c1 (centres undefined)	13	-3	-3	0.2	3	i	-1	-1.1	-18
CCOC(=O)C1CCN(S(=O)(=O)c2ccc3[nH]c(=O)c(=O)[nH]c3c2)CC1	5	16	-3	0.3	-1	-89	0	-0.63	-26
Cc1ccc(Nc2c([N+](=O)[O-])c(=O)n(C)c3ccccc23)cc1	8	-2	12	1.2	-6	-12	2	-1.3	-26
CC(C)(Oc1ccc(Cl)cc1)C(=O)OCC(=O)N1CCCC1	7	3	-5	1.1	-3	-12	0	0.44	-13
CCOC(=O)C(C(=O)OCC)c1cc(Br)c2noc3c2c1C(=O)c1ccccc1-3	15	i	9	0.2	5	-103	-2	nt	-9
CCCN1C/C(=C/c2ccc3c(c2)OCO3)C(=O)/C(=C/c2ccc3c(c2)OCO3)C1	0	-1	3	-0.2	-8	-47	0	-0.59	-22
Nc1cccc(-c2nc3ccccc3s2)c1	-19	2	-6	0.0	-11	-334	-1	-1.4	-14[20 µM]
COc1ccccc1C(=O)Nc1cc2cc(Cl)ccc2oc1=O	12	-5	13	0.2	2	-10	-17	1.2	-23[20 µM]
Nc1nc(CSc2ncn[nH]2)nc(Nc2ccc(F)cc2)n1	1	-8	4	-1.2	-8	2	1	-0.95	3
NC(=O)CC(NC(=O)c1ccccc1)c1ccc(N2CCC(Br)CC2)c([N+](=O)[O-])c1 (centres undefined)	6	-3	4	nt	1	-7	5	1.5	-33
O=C(c1ccco1)N(CCO)Cc1cc2cc3c(cc2[nH]c1=O)OCO3	-3	-8	-3	0.1	nt	-50	-10	0.75	-18
Cn1ncc(Cl)c1C(=O)Nc1ccc(Cl)cn1	16	-19	5	0.2	0	-8	-10	-0.18	-24[20 µM]
Cc1ccc(NC2Nc3cc(C)nn3S2)c(C)c1 (centres undefined)	7	24	-2	1.7	3	19	-8	1.2	-18
O=C(Cc1c(O)c2ccccc2[nH]c1=O)NC1CCCCCCC1	7	-4	-3	0.4	-4	-24	5	-0.29	-17
O=C(NCc1ccco1)c1cnn2c(C(F)(F)F)cc(-c3ccco3)nc12	14	-3	-2	0.1	-5	-93	4	-0.24	-15[20 µM]
CN(C)CCCNC1=CC(=O)CC(c2ccccc2)C1 (centres undefined)	0	-2	0	0.4	1	-5	-3	0.57	-20

Molecules above with bromine (3):
SMILES	FXIIa inh 1536	Rad51 HR inh	FXIa inh 1536	PERK inh	thrombin 1536	Calpain2 inh	KLK5 inh	KCC2 mod	Furin inh
CCOc1cc(CNn2cnnc2)cc(Br)c1OCC(=O)NC1CCCCC1	9	-4	3	-1.0	4	-14	-12	-0.012	-7[20 µM]
CCOC(=O)C(C(=O)OCC)c1cc(Br)c2noc3c2c1C(=O)c1ccccc1-3	15	i	9	0.2	5	-103	-2	nt	-9
NC(=O)CC(NC(=O)c1ccccc1)c1ccc(N2CCC(Br)CC2)c([N+](=O)[O-])c1 (centres undefined)	6	-3	4	nt	1	-7	5	1.5	-33

Carrying on.
SMILES	FXIIa inh 1536	Rad51 HR inh	FXIa inh 1536	PERK inh	thrombin 1536	Calpain2 inh	KLK5 inh	KCC2 mod	Furin inh
Cc1nn(CC(=O)Nc2cccc(S(N)(=O)=O)c2)c(C)c1[N+](=O)[O-]	2	-2	-7	-0.5	-1	11	-12	0.027	-2
COc1cc(/C=C2/SC(=S)N(CC(=O)Nc3cccnc3)C2=O)cc(OC)c1OC	20	-20	17	-0.2	7	0	21	-0.81	-16
COc1cccc(/C=N/Nc2nc(N3CCCC3)nc(N3CCCC3)n2)c1O	8	-1	1	-0.5	-1	-21	5	-2.6	-8[20 µM]
COC(=O)c1ccc(NC(=O)C23CCC(C)(C(=O)O2)C3(C)C)cc1 (centres undefined)	2	-8	-4	0.4	5	-7	-7	-0.14	-11[20 µM]
Cc1cccc(C)c1NC(=S)N(Cc1ccco1)C1CCN(C(C)C)CC1	8	2	-2	1.0	0	9	2	0.34	-25
CC(C)n1c(SCC(=O)Nc2nc3ccccc3s2)nc2c1c(=O)n(C)c(=O)n2C	8	10	-3	-0.5	-7	-13	-13	nt	-15[20 µM]

Bioassay records deposited in PubChem by several laboratories.
